Compound activity from PubChem BioAssay.
Diaphorase act = compounds boosting diaphorase resazurin reduction – biochemical, uHTS, resorufin fluorescence, counter-screen for diaphorase-coupled primary assays, primary screen; activation factor at 20 µM; 0.005% of 190,000 active; Diaphorase/resazurin coupled assay, 16 min; stronger effect = higher value; 1 = vehicle wells, 0 = NADH-free wells; AID 1229, 2008;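 active means diaphorase activity raised at least twofold by the compound at 20 µM; inactive means activation factor below 2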
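Material: purified diaphorase enzyme from Clostridium kluyveri / Medium: HEPES pH 7.4 buffer with MgCl2 and Tween 20 / Schedule: enzyme reaction of 16 min at room temperature / Measured by: resorufin fluorescence, excitation 544 nm, emission 590 nm / Evaluation: rise in resorufin formation, marking diaphorase activation or chemical reduction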
STAT3 blocker = IL-6 driven STAT3 reporter inhibitors, primary screen, U3A cells, luciferase, luminescence, MLSCN library | IL-6 STAT3-luciferase reporter; host cell line lacks STAT1 | inhibition, % at 5.5 µM | 0.89% of 190,000 active;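 active means inhibition above the mean inhibition across all screened compounds plus 3 SD, cut at about 44% in these data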;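 further: 0% = DMSO only wells and 100% = 100 µM nifuroxazide control wells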
STAT3 act = IL-6 driven STAT3 reporter potentiators, primary screen, U3A cells, luciferase, luminescence, MLSCN library; 0.91% of 190,000 active; IL-6 STAT3-luciferase reporter; 100% = signal with IL-6 EC80 alone; activation (% of control), % at 5.6 µM; AID 871, 2007;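 active means activation above the screen-wide mean of compound activation plus 3 SD, cut at about 130% in these data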;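 further: 0% = background luminescence of wells with medium and substrate only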
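Test system: human U3A cells carrying STAT3-luciferase construct; control set: IL-6-only wells as 100% reference; timing: compound pre-incubation 1 h before IL-6, then 6 h stimulation at 37 °C; also added: IL-6 stimulus at 33 ng/mL final; evaluation: % activation versus median of IL-6-stimulated wells; detection: reporter luminescence signal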
STAT1 blocker = STAT1 signaling inhibitors, primary screen, cell-based, HTS, luciferase reporter; AID 920, 2007; inhibition, % at 5.5 µM; 0.35% of 200,000 active; NIH 3T3 STAT1-luciferase reporter, IFN-gamma, luminescence;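 active means inhibition above a set limit, the mean inhibition across all tested compounds plus 3 SD, cut at about 34% in these data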;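 further: 0% = IFN-gamma with DMSO and 100% = IFN-gamma with 300 µM nifuroxazide; values of inactives mirror those of a sister screen read the other way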
G6PDH CS = L. mesenteroides G6PDH inhibitors, counter-screen for G6PDH-coupled screening assays, biochemical, Leuconostoc mesenteroides enzyme | glucose-6-phosphate dehydrogenase [Leuconostoc mesenteroides] | Purified L. mesenteroides G6PDH, diaphorase/resazurin coupled fluorescence, 45 min | inhibition, % at 5 µM | 0.12% of 200,000 active; in the data active means inhibition above about 50%
Diaph inh CS = diaphorase inhibitors and chemical oxidizers, primary screen, counter-screen for diaphorase-coupled primary assays, biochemical, uHTS, resorufin fluorescence | diaphorase resazurin-to-resorufin fluorescence, NADH, 16 min; bacterial (C. kluyveri) enzyme, not human | inhibition, % at 20 µM | 0.69% of 190,000 active | AID 1217, 2008;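 active means primary screen inhibition at 20 µM above a set limit, cut at about 50% in these data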;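 further: plate controls were DMSO with full reaction for no effect and wells lacking NADH for full effect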
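Test system: bacterial diaphorase enzyme (C. kluyveri); Quantity: 0.14 U/mL diaphorase, enzyme working solution; Times: reaction incubation of 16 min at room temperature; Measured by: fluorescence of resorufin formed from resazurin, Ex 544/Em 590 nm; Benchmarks: positive control minus NADH, DMSO neutral control.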
Hsp70 act = Hsp70 transcriptional activators, primary screen, cell-based, HeLa, Hsp70 promoter luciferase, luminescence, 10 µM; HeLa Hsp70 promoter luciferase reporter; scaled: vehicle 0, proteasome-inhibitor control 100%; activation, % at 10 µM; 0.04% of 200,000 active;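 active means activation above the mean across all tested compounds plus 3 SD, cutoff set per campaign, cut at about 5.5% in these data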;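 further: 100% = MG132 at 30 µM as the positive control and 0% = DMSO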
STAT1 act = STAT1 signaling activators, primary screen, cell-based, HTS, luciferase reporter. 2.6% of 200,000 active. NIH 3T3 STAT1-luciferase reporter, IFN-gamma, luminescence; 100% = IFN-gamma alone, no compound. activation (% of control), % at 5.5 µM;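 active means activation above the screen-wide mean activation plus 3 SD, cut at about 130% in these data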;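 further: raw ratio to IFN-gamma control signal so 100% means no change and 0% no light; values of inactives mirror those of a sister screen read the other way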
TLR4 MyD88 comp = inhibitors of TLR4-MyD88 association in cells, primary screen, cell-based, HeLa CL3-4, BLA complementation, FRET ratio. HeLa CL3-4 TLR4/MyD88 BLA complementation. inhibition, % at 8.4 µM. 0.18% of 200,000 active; in the data active means inhibition above about 25%;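 further: 0% = vehicle and 100% = reference inhibitor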
Target sequence (O00206 whole entry, looked up): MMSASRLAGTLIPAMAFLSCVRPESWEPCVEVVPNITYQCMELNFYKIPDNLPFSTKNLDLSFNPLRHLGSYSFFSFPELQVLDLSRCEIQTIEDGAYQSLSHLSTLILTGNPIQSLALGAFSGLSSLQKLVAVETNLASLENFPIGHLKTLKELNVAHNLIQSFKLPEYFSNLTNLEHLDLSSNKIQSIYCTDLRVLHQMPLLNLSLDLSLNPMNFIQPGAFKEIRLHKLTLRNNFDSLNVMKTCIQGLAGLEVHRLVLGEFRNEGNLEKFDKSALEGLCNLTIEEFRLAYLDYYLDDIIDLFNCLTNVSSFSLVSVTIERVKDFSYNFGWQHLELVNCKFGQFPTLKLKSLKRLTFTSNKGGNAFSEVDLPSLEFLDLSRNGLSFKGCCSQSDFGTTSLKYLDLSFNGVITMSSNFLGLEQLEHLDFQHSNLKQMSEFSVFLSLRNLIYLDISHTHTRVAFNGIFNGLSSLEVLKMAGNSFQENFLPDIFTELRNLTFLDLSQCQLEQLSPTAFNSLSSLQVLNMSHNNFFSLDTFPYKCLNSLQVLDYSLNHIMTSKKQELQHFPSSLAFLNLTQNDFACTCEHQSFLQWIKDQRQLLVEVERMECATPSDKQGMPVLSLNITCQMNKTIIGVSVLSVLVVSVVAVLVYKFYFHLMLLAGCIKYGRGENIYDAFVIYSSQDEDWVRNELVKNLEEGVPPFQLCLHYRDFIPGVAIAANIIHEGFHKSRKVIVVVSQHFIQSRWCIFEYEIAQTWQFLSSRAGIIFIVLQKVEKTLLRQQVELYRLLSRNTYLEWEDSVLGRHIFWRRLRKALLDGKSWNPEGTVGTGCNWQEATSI
Target sequence (Q99836 whole entry, looked up): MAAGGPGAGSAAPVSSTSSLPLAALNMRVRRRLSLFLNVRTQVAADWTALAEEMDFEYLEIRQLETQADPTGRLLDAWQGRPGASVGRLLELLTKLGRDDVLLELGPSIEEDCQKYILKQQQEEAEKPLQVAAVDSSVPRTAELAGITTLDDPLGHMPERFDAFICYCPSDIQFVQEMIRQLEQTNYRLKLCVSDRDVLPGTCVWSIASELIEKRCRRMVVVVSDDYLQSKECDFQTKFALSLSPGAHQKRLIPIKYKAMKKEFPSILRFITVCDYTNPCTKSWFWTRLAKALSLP
APP transl inh = inhibitors of APP translation via 5'UTR reporter, primary screen, APP 5'UTR luciferase, SH-SY5Y cells; SH-SY5Y APP 5'UTR-luciferase reporter, luminescence; inhibition, % at 2 µM; 0.82% of 190,000 active;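 active means inhibition above a set limit, derived from the sample mean plus 3 SD, cut at about 45% in these data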; further: values of inactives mirror those of a sister screen read the other way
The depositor's hits bear a star; . = no result given.

Values in the order: Diaphorase act	STAT3 blocker	STAT3 act	STAT1 blocker	G6PDH CS	Diaph inh CS	Hsp70 act	STAT1 act	TLR4 MyD88 comp	APP transl inh
N/C(=N\OC(=O)CSc1ccccc1)c1cccc([N+](=O)[O-])c1
 : 0.8	-15	115	-27	-7	19	-0.3	124	-2	-18
O=C(Nc1ccccc1)NC1(C(=O)NCCCN2CCOCC2)CCCCC1
 : 0.9	14	92	-9	5	9	-0.2	108	5	-5
COC(=O)c1ccc(C2/C(=C(\O)c3ccc4c(c3)OCCO4)C(=O)C(=O)N2CCCN(C)C)cc1 (centres undefined)
 : 0.9	2	99	5	-2	11	0.2	95	-5	-7
COC(=O)COc1ccc(S(=O)(=O)Nc2ccc(C(N)=O)cc2)cc1Cl
 : 0.9	9	97	-2	-1	6	-0.4	102	-5	24
CCc1cccc(CC)c1NC(=O)CO/N=C(\C)c1cccs1
 : 0.9	-3	104	19	22	6	-0.2	83	-25	-4
Cc1nnc(SCC(=O)NC2CC2)n1CC1CCCO1 (centres undefined)
 : 1	3	103	0	1	5	0.0	98	7	5
CC(=O)Nc1ccc2nc(NC(=O)C(Cl)(Cl)Cl)sc2c1
 : 0.9	-2	107	-19	4	13	-0.1	115	10	6
Cc1ccc(C)c(OCC(=O)Nc2cc(C(=O)O)cc(C(=O)O)c2)c1
 : 1	0	111	-9	5	0	0.2	108	-8	15
CN1CCN(c2nc(-c3ccccc3)c3cc(Cl)ccc3n2)CC1
 : 1	4	99	6	6	-5	-0.2	95	1	-4
O=C(NN1C(=O)c2ccccc2NC1c1ccccn1)c1ccc([N+](=O)[O-])cc1 (centres undefined)
 : 1	12	90	13	-3	4	-0.3	88	11	-10
COC(=O)c1cccc(NC(=O)Cc2ccccc2[N+](=O)[O-])c1C
 : 1	-2	101	6	13	-4	-0.2	94	-11	-3
CCn1c(SCC(=O)Nc2ccc(N3CCOCC3)c(Cl)c2)nnc1-c1ccc(N)cc1
 : 0.9	1	99	-2	0	12	-0.1	103	-5	9
CC(=O)c1cccc(N2C(=NC(=O)C(C)C)SC3CS(=O)(=O)CC32)c1 (centres undefined)
 : 0.8	3	101	-5	3	17	-0.4	105	13	4
CSC1=NCCN1C(=O)c1ccc(C)cc1
 : 0.9	6	95	-1	0	6	-0.2	101	-10	-5
O=S(=O)(c1cccc(S(=O)(=O)N2CCCC2)c1)c1cccc(S(=O)(=O)N2CCCC2)c1
 : 0.8	7	96	2	-4	16	-0.2	98	0	3
N#CCCn1c(C2CCCCC2)nc2ccccc21
 : 0.9	-2	102	0	-5	7	-0.2	99	-11	9
CCC(CO)Nc1ncc([N+](=O)[O-])cc1C#N (centres undefined)
 : 1	-16	109	-4	-9	1	-0.5	104	-5	1
CC(=O)Nc1ccc(S(=O)(=O)Oc2cccc(N3C(=O)C4CC=CCC4C3=O)c2)cc1 (centres undefined)
 : 0.9	10	92	8	5	10	-0.2	93	1	18
CCN1CCc2c(C#N)c(N3CCOCC3)nc(NCCO)c2C1
 : 0.6	4	97	2	10	37	-0.3	98	-7	-18
COc1ccc(-c2cc(C(=O)N3CCN(C(c4ccccc4)c4ccccc4)CC3)no2)cc1OC
 : 0.7	-4	109	-3	4	34	0.0	102	-9	11
O=C(NC1CCCCC1)C(c1ccncc1)N(C(=O)Cc1cccs1)c1ccccc1 (centres undefined)
 : .	2	100	-3	7	.	-0.4	103	10	2
Cc1[nH]n(-c2ccccc2)c(=O)c1C(C[N+](=O)[O-])c1ccc(F)cc1 (centres undefined)
 : 0.8	-1	102	-3	6	25	-0.2	102	7	-5
CCCCCOC(=O)Cn1c(=O)oc2ccccc21
 : 1	8	93	-2	-5	5	-0.2	103	0	5
CCn1c(SCC(=O)NC2CCCCC2)nc2c(c1=O)SC(C)C2 (centres undefined)
 : 0.9	7	97	2	-4	8	-0.2	98	1	0
O=C(CC1SC(=Nc2ccccc2)N(Cc2ccccn2)C1=O)Nc1ccc(Br)cc1 (centres undefined)
 : 0.9	-11	109	8	4	12	-0.1	93	-14	-8
C=CCSc1nc2nc(C)cc(C)n2n1
 : 0.8	9	96	2	0	22	-0.2	99	6	4
C=CCn1c(-c2ccccc2[N+](=O)[O-])n[nH]c1=S
 : 1	10	97	0	11	-3	0.2	98	0	-7
O=c1cc(N2CCc3ccccc3C2)[nH]c(=O)n1C1CCCCC1
 : 1	21	83	-5	8	4	-0.2	104	-9	-6
Cc1cc(C)c(NC(=O)c2ccc[n+](Cc3ccc([N+](=O)[O-])cc3)c2)c(C)c1
 : 0.9	-13	108	-3	-6	7	-0.1	105	14	-18
CC[N+](CC)(CC=C(C)C)CC(=O)OC
 : 0.9	3	101	-11	17	6	-0.3	108	1	14
Cc1cc(C)nc(NC(=NCCc2c[nH]c3ccccc23)NC(=O)Nc2ccc(Cl)c(Cl)c2)n1
 : 0.9	7	95	10	6	8	-0.3	91	-2	2
O=C(Nc1cccc(-c2cn3c(n2)SCC3)c1)c1ccc2c(c1)OCO2
 : 0.8	13	95	-9	-5	20	0.3	108	4	-4
COc1ccc(OC)c(NC(=O)CCCN2C(=S)NC(C)(C)CC2C)c1 (centres undefined)
 : 1	-6	103	0	-16	0	-0.3	100	3	-10
COCc1cc(=O)[nH]c(/N=C(\N)Nc2ccc(Oc3ccccc3)cc2)n1
 : 1	7	98	-2	3	0	0.1	103	1	3
COc1cnn(-c2ccc(C)cc2)c(=O)c1Br
 : 0.9	11	100	-24	15	9	-0.1	121	-9	-14
CC(C)C1(C(C)C)OC(=O)c2ccccc21
 : 0.9	14	91	8	0	5	-0.1	93	1	8
COc1ccc(Cc2nnc(N)s2)cc1OC
 : 0.9	-6	107	-1	-4	8	0.1	105	-3	-3
Cc1cccc(C(=O)NC(=S)NNC(=O)COc2c(C)cccc2C)c1
 : 1	2	102	0	-9	3	0.1	100	-4	-16
C=CCc1cccc(CNc2nc3ccccc3n2C(C)C)c1O
 : 0.8	-1	103	1	2	23	-0.1	99	13	6
Cc1cc(NC(=O)C(=O)NCCN2CCN(C(=O)c3cccs3)CC2)ccc1Br
 : 0.9	14	89	7	3	10	-0.4	93	-5	1

Part of the list above, field by field.
> C=CCc1cccc(CNc2nc3ccccc3n2C(C)C)c1O
  Diaphorase act: 0.8
  STAT3 blocker: -1
  STAT3 act: 103
  STAT1 blocker: 1
  G6PDH CS: 2
  Diaph inh CS: 23
  Hsp70 act: -0.1
  STAT1 act: 99
  TLR4 MyD88 comp: 13
  APP transl inh: 6

> Cc1[nH]n(-c2ccccc2)c(=O)c1C(C[N+](=O)[O-])c1ccc(F)cc1 (centres undefined)
  Diaphorase act: 0.8
  STAT3 blocker: -1
  STAT3 act: 102
  STAT1 blocker: -3
  G6PDH CS: 6
  Diaph inh CS: 25
  Hsp70 act: -0.2
  STAT1 act: 102
  TLR4 MyD88 comp: 7
  APP transl inh: -5

Other records:
Values in the order: Diaphorase act	STAT3 blocker	STAT3 act	STAT1 blocker	G6PDH CS	Diaph inh CS	Hsp70 act	STAT1 act	TLR4 MyD88 comp	APP transl inh
COc1ccc(OCCCc2c(C)n[nH]c2C)cc1
 : 0.9	6	95	1	2	11	-0.4	102	-10	.
Cc1ccc2c(c1)N(CC(=O)Nc1ccc3c(c1)OCCO3)C(=O)CO2
 : 0.8	6	98	7	-3	16	-0.4	94	-2	-14
C=CCNC(=S)N/N=C/c1ccc(N(CC)Cc2ccccc2)cc1
 : 0.8	-6	105	-4	7	18	-0.4	104	-23	10
CC1CCN(C(=O)c2ccccc2NC(=O)c2cccc(S(=O)(=O)N3CCOCC3)c2)CC1
 : 0.9	18	90	6	12	9	-0.5	95	7	2
O=C(NC1CC1)c1cc(Cl)ccc1[N+](=O)[O-]
 : 0.9	4	97	0	-15	9	-0.3	100	-5	5
COc1cc(NC(=O)c2cccnc2Sc2ccc(C)c(C)c2)cc(OC)c1OC
 : 0.8	5	92	6	-9	15	-0.3	94	-3	5
C=CCNC(=O)c1ccccc1NC(=O)c1ccc(Cl)c(S(=O)(=O)Nc2cc(C)ccc2C)c1
 : 0.8	18	89	5	8	21	-0.1	96	5	-3
COC(=O)CSc1nnc(CSc2nc(C)cc(C)n2)n1Cc1ccco1
 : 1	0	105	-5	-7	2	-0.2	105	-6	-8
CCCCC(=O)Nc1nnn(CCC)n1
 : 1	2	102	-2	6	5	-0.1	102	-3	7
CCCc1nnc(SCC(=O)Nc2ccc(OCC)cc2)n1N
 : 0.9	2	104	6	4	13	-0.1	94	-6	8
CC1(C)CC(Nc2ccc(C(F)(F)F)cc2[N+](=O)[O-])CC(C)(C)N1
 : 1.1	-5	104	-3	9	-8	-0.2	103	-7	-15
COC(=O)CCc1c(C)c(C#N)c2nc3ccccc3n2c1N1CCCC1
 : 0.8	14	91	0	-22	22	-0.3	100	1	-9
Cc1ccc(C)c(C(=O)COC(=O)c2cc([N+](=O)[O-])ccc2NCCO)c1
 : 0.8	-3	98	4	-28	19	-0.4	97	-3	0
